Assay outcomes (PubChem)
CHO parental Ca – counter-screen for OX1R antagonists: effect in parental CHO cells; parental CHO-K1, ATP-induced calcium, Fluo-8 fluorescence; inhibition, % at 5.6 µM; 0.63% of 330,000 active;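 active = inhibition above that plate's mean sample inhibition plus 3 SD, cut at about 26% in these data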;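 note: 0% = ATP-challenged DMSO wells and 100% = DMSO wells without ATP; some compounds past the cut are filed as inactive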
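test system = CHO parental line | reagent = ATP stimulus | measured by = intracellular calcium via Fluo-8 no-wash fluorescent dye | control set = ATP and no-ATP DMSO wells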
M1 antag – human CHRM1 antagonism. AID 588852. 1.3% of 360,000 active. CHO-K1 hM1, Fluo-8 calcium fluorescence, ACh EC80 antagonist. inhibition, % at 3 µM;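 active = percent inhibition above its own plate's cutoff, namely the mean of that plate's compound wells plus 3 SD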;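 note: peak over basal fluorescence ratio during 140 s after agonist addition; 0% = ACh EC80 plus DMSO and 100% = DMSO alone without agonist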
Target sequence (P11229 whole entry, looked up): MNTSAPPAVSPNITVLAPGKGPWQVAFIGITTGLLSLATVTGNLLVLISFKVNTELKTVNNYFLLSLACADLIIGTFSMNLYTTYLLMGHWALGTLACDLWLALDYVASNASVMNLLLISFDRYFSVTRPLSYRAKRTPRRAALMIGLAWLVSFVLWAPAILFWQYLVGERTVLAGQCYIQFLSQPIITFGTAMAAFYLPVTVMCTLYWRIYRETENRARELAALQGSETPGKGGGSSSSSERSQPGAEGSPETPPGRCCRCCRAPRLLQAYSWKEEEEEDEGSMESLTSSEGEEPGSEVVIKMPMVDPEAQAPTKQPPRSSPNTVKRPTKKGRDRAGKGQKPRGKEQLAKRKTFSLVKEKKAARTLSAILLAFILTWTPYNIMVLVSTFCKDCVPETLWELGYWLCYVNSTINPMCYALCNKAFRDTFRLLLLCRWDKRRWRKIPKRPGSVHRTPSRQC
CHRM1 PAM – human CHRM1 positive allosteric modulation. P11229. CHO-K1 hM1, Fluo-8 calcium fluorescence, ACh EC20; 0% = ACh EC20, 100% = maximal ACh. activation, % at 3 µM. 0.088% of 360,000 active. AID 588819; in the data active = activation above about 19%, passing the limit was not always enough
M1 ag parental – counter-screen for M1 agonists: effect in parental CHO-K1 cells | 0.48% of 360,000 active | activation, % at 3 µM | Fluo-8 calcium fluorescence; scaled to maximal ATP response, vehicle zero; in the data active = activation above about 15%;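 note: untransfected CHO-K1 host cells lacking M1 receptor as counterscreen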
CHRM4 antagonist – blocks acetylcholine activation of human M4 receptor; CHO-hM4 cells, ACh EC80, Fluo-8 calcium fluorescence; P08173; inhibition, % at 3 µM; 0.73% of 360,000 active;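 active = inhibition above its plate's cutoff, the mean inhibition of sample wells plus 3 SD, cut at about 27% in these data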;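 note: 0% = acetylcholine EC80 with DMSO and 100% = DMSO without agonist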
Target sequence (P08173 whole entry, looked up): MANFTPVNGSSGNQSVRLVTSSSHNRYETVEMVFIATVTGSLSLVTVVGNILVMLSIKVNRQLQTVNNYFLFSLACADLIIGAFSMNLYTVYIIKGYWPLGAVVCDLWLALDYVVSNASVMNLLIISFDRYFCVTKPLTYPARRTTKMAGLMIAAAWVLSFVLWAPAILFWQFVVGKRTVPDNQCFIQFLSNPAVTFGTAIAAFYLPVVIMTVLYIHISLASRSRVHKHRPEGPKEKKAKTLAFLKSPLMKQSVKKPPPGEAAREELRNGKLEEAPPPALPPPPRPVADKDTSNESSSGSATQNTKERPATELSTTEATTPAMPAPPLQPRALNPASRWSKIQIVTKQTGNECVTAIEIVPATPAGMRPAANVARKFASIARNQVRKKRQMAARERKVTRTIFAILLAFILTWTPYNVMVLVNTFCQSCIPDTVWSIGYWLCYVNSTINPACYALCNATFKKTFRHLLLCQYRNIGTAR
CHRM4 agonist – CHRM4 agonism in calcium assay; CHO-K1 hM4/Gqi5, Fluo-8 calcium fluorescence; vehicle 0%, full acetylcholine response 100%; activation, % at 3 µM; 0.14% of 360,000 active; AID 624127;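 active = activation above the run mean over all test wells plus 3 SD, cut at about 32% in these data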;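 note: peak over basal fluorescence ratio per well then scaled between controls; 0% = DMSO wells and 100% = acetylcholine at EC100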
M1 ag – agonists of human M1 muscarinic receptor | CHO-K1 hM1, Fluo-8 calcium fluorescence, agonist mode; 0% DMSO, 100% acetylcholine EC100 | activation, % at 3 µM | 0.33% of 360,000 active;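 active = activation above the run's mean compound activation plus 3 SD, cut at about 16% in these data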;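 note: peak over basal fluorescence ratio within a 140 s kinetic read after compound addition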
CHO-K1 Ca antag – nonselective inhibitor or artifact in parental CHO-K1 cells; ATP-induced calcium, Fluo-8 fluorescence; inhibition, % at 3 µM; 0.6% of 360,000 active; AID 602250;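 active = inhibition above a per-plate cutoff, the plate's mean sample inhibition plus 3 SD, cut at about 24% in these data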;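 note: 0% = DMSO plus EC80 ATP and 100% = DMSO alone without ATP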
OXTR potentiate – human OXTR potentiation; 0.061% of 320,000 active; P30559; activation, % at 3 µM; CHO-OTR cells, Fluo-8 calcium fluorescence, potentiator mode; 0% = oxytocin EC15, 100% = EC100;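 active = activation above that plate's cutoff, the mean activation of tested compounds plus 3 SD, cut at about 6.6% in these data, passing the limit was not always enough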;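 note: 100% uses oxytocin at 75 nM as the full agonist control; some results filed as inactive read as strong as hits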
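System: human OTR in CHO cells / Also added: sub-maximal oxytocin, roughly EC15 / Control set: EC15 oxytocin low, 75 nM oxytocin high / Schedule: 6 min compound pre-incubation at room temperature, 100 s kinetic read / Compound: single-point 3.0 µM / Replication: singlicate / Technique: Fluo-8 calcium dye fluorescence / Read-out basis: % activation of max/min ratio relative to oxytocin controls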
Active calls of the source: *; / = no result given.

Assay codes – A = CHO parental Ca; B = M1 antag; C = CHRM1 PAM; D = M1 ag parental; E = CHRM4 antagonist; F = CHRM4 agonist; G = M1 ag; H = CHO-K1 Ca antag; I = OXTR potentiate
> CCOC(=O)C1=C(C)NC2=C(C(=O)CC(C)(C)C2)C1c1ccc(N(C)C)cc1 (stereo not given)
  A: 3; B: 2; C: 0; D: 0.0; E: 10; F: 1; G: -6; H: 5; I: 1

> COc1ccc(Br)cc1/C=N/NC(=O)CN1CCCCC1
  A: -23; B: -24; C: 15; D: 0.2; E: 2; F: 1; G: -2; H: -7; I: -8

> CCN(CC(=O)Nc1ccc(NC(C)=O)cc1)C(=O)/C=C/c1c(C)nn(-c2ccc(F)cc2)c1C
  A: -18; B: 7; C: 1; D: 0.1; E: 1; F: 0; G: -4; H: -10; I: -10

> O=C(NCCO)c1nc(C(=O)c2ccc(Cl)cc2)c2ccccc2n1
  A: -2; B: 3; C: 0; D: -0.4; E: -8; F: 2; G: -8; H: 3; I: -4

> O=C(c1ccc(F)cc1)N1CCCCC(S(=O)(=O)c2ccccc2)C1=O (stereo not given)
  A: 5; B: -8; C: 12; D: -0.2; E: -4; F: 1; G: -6; H: -12; I: 5

> NC(=O)CC(NC(=O)c1ccccc1)c1ccc(N2CCCCCC2)c([N+](=O)[O-])c1 (stereo not given)
  A: -8; B: -3; C: 5; D: 1.7; E: 4; F: 3; G: -4; H: -9; I: -9

> COc1ccc(-c2csc(NC(=O)CCn3cnc4ccccc4c3=O)n2)cc1OC
  A: -15; B: 24; C: -12; D: 6.0; E: 24; F: 14; G: -2; H: 1; I: -8

> O=C(Cc1ncc(C(F)(F)F)cc1Cl)Nc1cccc(Br)c1
  A: -12; B: 0; C: -4; D: 1.7; E: 1; F: 1; G: -4; H: 2; I: -13

> COC(=O)c1cccc(NC(=O)CSc2nnc(COc3cccc(C)c3)n2C)c1
  A: -12; B: -6; C: 5; D: 2.7; E: -8; F: 10; G: -2; H: -6; I: -11

> COc1cc(C(=O)OC(C)C(=O)N2CCCC2)cc2c1OCCO2 (stereo not given)
  A: -7; B: -8; C: 12; D: 0.1; E: 3; F: -1; G: 2; H: -4; I: -3

> COc1ccc(NC(=S)NC(=O)/C=C/c2ccc(F)cc2)cc1
  A: /; B: 6; C: 0; D: 0.4; E: -8; F: 0; G: -4; H: 3; I: /

> Cc1cc(NC(=O)CCC(=O)N(CCC(C)C)C(C(=O)NCC2CCCO2)c2ccccc2C)no1 (stereo not given)
  A: -36; B: 3; C: -1; D: -0.1; E: -3; F: -1; G: -7; H: -7; I: -2

> Cc1cc(C)c(S(=O)(=O)N2CCCOC2CNC(=O)C(=O)NCc2cccs2)c(C)c1 (stereo not given)
  A: -24; B: -6; C: 6; D: 0.7; E: 2; F: 2; G: -9; H: -3; I: -6

> O=[N+]([O-])c1ccccc1/C=N\N1CCN(c2ccccc2)CC1
  A: -5; B: 0; C: -12; D: 28*; E: -8; F: 0; G: -7; H: 1; I: -5

> CC(C)(C)CC(=O)Nc1cc(S(=O)(=O)N2CCCCCC2)ccc1Cl
  A: 21; B: 6; C: 1; D: 0.1; E: -2; F: 1; G: -9; H: 11; I: -1

> CC(C)(C)c1ccc(OC(=O)N2CCOCC2)cc1
  A: -3; B: -12; C: 11; D: 0.3; E: -15; F: 4; G: 2; H: 13; I: -1

> O=C(c1ccc2c(c1)N(Cc1ccccc1)C(=O)CS2)N1CCOCC1
  A: -18; B: 2; C: 1; D: 0.1; E: -1; F: 0; G: -6; H: 12; I: -6

> Cc1ccc(S(=O)(=O)N2CCN(C(=O)CN3CCc4ccccc4C3)CC2)cc1
  A: -13; B: -1; C: -1; D: 1.2; E: -7; F: 2; G: -8; H: 2; I: -7

> CCOC(=O)C1=C(CS(=O)(=O)c2ccc(C)cc2)NC(=O)NC1c1ccc(O)c(OC)c1 (stereo not given)
  A: -14; B: -11; C: -3; D: -0.2; E: -4; F: 0; G: -3; H: -3; I: -1

> O=C(COC(=O)c1cccc(S(=O)(=O)N2CCCC2)c1)Nc1ccc(Cl)cc1
  A: /; B: 1; C: -5; D: 2.8; E: -2; F: 6; G: -2; H: 1; I: /

> Cc1ccc(C)c(OCc2cc(C(=O)N3CC[C@H](O)C3)no2)c1
  A: -7; B: -6; C: 4; D: 1.6; E: 9; F: 2; G: 0; H: -8; I: -2

> O=C(N/N=C/c1cccc([N+](=O)[O-])c1)c1ccc2c(c1)OCCO2
  A: -1; B: 0; C: 3; D: 0.8; E: -9; F: 1; G: -1; H: 3; I: 9

> COc1ccc(NC(=O)Cn2c(NCC(C)O)nc3ccccc32)cc1Cl (stereo not given)
  A: -4; B: 11; C: -13; D: 0.0; E: 7; F: 1; G: -3; H: -9; I: -5

> CC(=O)c1ccccc1NC(=O)CCCNC(=O)c1ccc(Cl)cc1
  A: -23; B: -13; C: 7; D: 0.6; E: 2; F: 1; G: -4; H: -7; I: -6

> Cc1noc(C)c1NC(=O)N(C)C[C@H]1Oc2ccc(NC(=O)CCC(F)(F)F)cc2C(=O)N([C@H](C)CO)C[C@@H]1C
  A: 3; B: -17; C: 8; D: 1.5; E: -3; F: 1; G: -1; H: -11; I: 3

> CCOc1ccc(Cl)cc1S(=O)(=O)NC1CCCC1
  A: -9; B: -5; C: 7; D: 1.3; E: -19; F: 2; G: -4; H: -8; I: -8

> CN(C)CCNC(=O)COc1ccc(C23CC4CC(CC(C4)C2)C3)cc1
  A: -3; B: -3; C: 3; D: 4.6; E: 3; F: 9; G: -4; H: -22; I: -11

> c1ccc(N2CCN(CCc3nnc4n3CCCCC4)CC2)cc1
  A: -3; B: -4; C: -4; D: 0.1; E: 5; F: 1; G: -12; H: -17; I: -4

> COc1cc(Nc2ccc(S(N)(=O)=O)cc2)c([N+](=O)[O-])nc1[N+](=O)[O-]
  A: 11; B: -18; C: 19; D: -0.2; E: -16; F: 0; G: -1; H: 5; I: -3

> CCc1nonc1NC(=O)c1oc2cc(Br)ccc2c1C
  A: -6; B: -3; C: 14; D: -0.8; E: 4; F: 0; G: 3; H: -3; I: -6

> N/C(Cc1ccccc1)=N\OC(=O)c1cccc2ccccc12
  A: -10; B: -5; C: 2; D: 0.1; E: -8; F: -2; G: -7; H: -13; I: -9

> O=C(CN1C(=O)NC2(CCc3ccccc32)C1=O)c1ccccc1 (stereo not given)
  A: -13; B: -8; C: 11; D: 0.9; E: -8; F: 3; G: 3; H: 1; I: -1

> CC(C)(C)c1ccc(C(=O)O)c(C(=O)c2ccc(C(=O)O)cc2)c1
  A: 26; B: -20; C: 10; D: -0.1; E: 0; F: 1; G: 0; H: 5; I: -14

> COC(=O)c1ccccc1NC(=O)CSc1nc(C)cc(C)n1
  A: -7; B: -10; C: 13; D: 0.9; E: -8; F: 1; G: -1; H: 1; I: -3

> O=[N+]([O-])c1cccc(/C=N/n2c(C3CCCCC3)n[nH]c2=S)c1
  A: -12; B: -3; C: 1; D: 0.3; E: 1; F: 1; G: -11; H: -6; I: -8

> CCN(CC)CCNc1c2c(c(C#N)c3nc4ccccc4n13)CCCC2
  A: -24; B: -7; C: 7; D: 0.6; E: 5; F: 0; G: -5; H: -23; I: -14

> CCOc1ccccc1N1CC(C(=O)N(C)Cc2cccnc2)CC1=O (stereo not given)
  A: 4; B: -4; C: 9; D: 0.6; E: 7; F: 0; G: -1; H: -15; I: 1

> Cc1c(CCO)c(=O)n(-c2ccccc2)n1S(=O)(=O)c1c(Cl)cc(Cl)cc1Cl
  A: -20; B: 17; C: -6; D: 0.3; E: 0; F: 0; G: -2; H: 0; I: -20

> C=CCn1c(Cc2nc3ccccc3[nH]2)n[nH]c1=S
  A: -8; B: 9; C: 2; D: 0.1; E: 2; F: 0; G: -3; H: -20; I: -1

> O=C(O)Cc1cn(Cc2ccc(F)cc2)c2ccccc12
  A: -3; B: -11; C: 9; D: 0.6; E: 5; F: 1; G: 1; H: 2; I: -9

> CCOC(=O)c1sc(=S)n(-c2ccccc2Cl)c1SC
  A: -9; B: 100*; C: -32; D: 0.2; E: 54*; F: -1; G: -11; H: -3; I: -10

> COCCN(CCOC)Cc1cc(=O)oc2cc(C)ccc12
  A: /; B: -8; C: 8; D: 0.6; E: -8; F: 1; G: -4; H: 8; I: /

> CCN(C(=O)c1cccs1)c1nc(-c2ccc(OC)cc2)cs1
  A: -11; B: 6; C: -8; D: 1.4; E: -5; F: 0; G: -7; H: -9; I: 1

> CCNC(=S)Nc1cc(Cl)ccc1Oc1ccccc1
  A: -19; B: -5; C: 0; D: 4.3; E: -1; F: 2; G: -7; H: -7; I: -1

> COc1ccc(-c2cn3cc(C(=O)NN)ccc3n2)cc1
  A: 54*; B: 3; C: -1; D: 0.6; E: 4; F: 2; G: -1; H: -16; I: -17

> COc1cc(OC)cc(C(=O)NC(=S)Nc2cc3oc4ccccc4c3cc2OC)c1
  A: -6; B: 8; C: -5; D: 0.2; E: -14; F: 1; G: -2; H: -7; I: -2

> Cc1ccc(NC(=O)c2sccc2-n2cccc2)c(C)c1
  A: -20; B: -5; C: 5; D: 1.6; E: 3; F: -3; G: 1; H: -12; I: -11

> Cc1ccc(SCC(=O)Nc2cccc(NC(=O)c3ccco3)c2)cc1
  A: -9; B: 5; C: 0; D: 0.8; E: 8; F: 2; G: -1; H: -1; I: -3

> Nc1nnnn1/N=C/c1ccc(N2CCCCC2)c([N+](=O)[O-])c1
  A: -14; B: 0; C: -6; D: 0.0; E: 7; F: 1; G: -7; H: -4; I: -5

> CC(C)Cc1ccc(C(C)/C=C2/CCC(CN3CCCCC3)C2=O)cc1 (stereo not given)
  A: /; B: 6; C: -4; D: 0.3; E: 8; F: 2; G: -4; H: 8; I: /

Next part, overlapping the part above by 3 compounds.
Assay codes – A = CHO parental Ca; B = M1 antag; C = CHRM1 PAM; D = M1 ag parental; E = CHRM4 antagonist; F = CHRM4 agonist; G = M1 ag; H = CHO-K1 Ca antag; I = OXTR potentiate
> Cc1ccc(SCC(=O)Nc2cccc(NC(=O)c3ccco3)c2)cc1
  A: -9; B: 5; C: 0; D: 0.8; E: 8; F: 2; G: -1; H: -1; I: -3

> Nc1nnnn1/N=C/c1ccc(N2CCCCC2)c([N+](=O)[O-])c1
  A: -14; B: 0; C: -6; D: 0.0; E: 7; F: 1; G: -7; H: -4; I: -5

> CC(C)Cc1ccc(C(C)/C=C2/CCC(CN3CCCCC3)C2=O)cc1 (stereo not given)
  A: /; B: 6; C: -4; D: 0.3; E: 8; F: 2; G: -4; H: 8; I: /

> COc1cc(NC(=O)c2cc(-c3cc(F)ccc3OC(C)C)n[nH]2)cc(OC)c1OC
  A: /; B: 9; C: -12; D: 2.7; E: 7; F: 10; G: -3; H: -1; I: /

> Cc1ccccc1OCCn1cc(C(=O)O)c2ccccc21
  A: -10; B: 9; C: 8; D: 0.6; E: 2; F: 6; G: -1; H: 13; I: -19

> CCC(=O)c1ccc(OCC(=O)NC2CCCC2)cc1
  A: -6; B: -6; C: 4; D: 0.7; E: -6; F: 1; G: -4; H: -12; I: -6

> CCCCS(=O)Cc1ccccc1 (stereo not given)
  A: -7; B: -22; C: 9; D: 0.7; E: -2; F: 1; G: -5; H: -12; I: 2

> COc1cccc(CN(C)C(=O)c2cc(S(=O)(=O)NCc3ccccc3)ccc2C)c1OC
  A: -39; B: 1; C: 2; D: 2.8; E: -12; F: 8; G: -1; H: 2; I: 1

> COc1ccc(CC(=O)Nc2cc(=O)n(C)c(=O)n2C)cc1OC
  A: 3; B: -9; C: 4; D: 1.9; E: 5; F: 1; G: -4; H: -22; I: -1
